PAFAH2 FP inh – PAFAH2 (human) inhibition; Q99487; recombinant PAFAH2, FP-rhodamine activity probe, fluorescence polarization; inhibition, % at 3.39 µM; hit rate 0.99% among 340,000; AID 492956;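 active means inhibition above the mean over all tested compounds plus 3 SD, cut at about 30% in these data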;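 further: inhibitors block probe labeling of enzyme so polarization drops; 0% = enzyme with DMSO and 100% = wells lacking PAFAH2 protein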
LYPLA1 counter – blocks human lysophospholipase 1, a PME1 counter-screen; O75608; inhibition, % at 5.9 µM; hit rate 0.16% among 320,000; recombinant LYPLA1, FP-Rh probe fluorescence polarization;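 active means inhibition above the mean of all tested compounds plus 3 SD, set per campaign, cut at about 14% in these data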;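 further: inhibitors block serine hydrolase probe labeling of LYPLA1 so polarization falls; 0% = enzyme with DMSO and 100% = wells lacking LYPLA1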
Target sequence (O75608 whole entry, looked up): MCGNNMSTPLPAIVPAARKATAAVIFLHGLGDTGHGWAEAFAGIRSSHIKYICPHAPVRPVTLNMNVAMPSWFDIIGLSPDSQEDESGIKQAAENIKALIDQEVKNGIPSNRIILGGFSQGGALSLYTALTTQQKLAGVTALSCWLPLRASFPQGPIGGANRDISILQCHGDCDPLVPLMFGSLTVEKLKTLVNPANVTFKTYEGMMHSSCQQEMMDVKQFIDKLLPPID
PAFAH1B3 FP inh – PAFAH1B3 (human) inhibition. recombinant PAFAH1B3, FP-rhodamine probe, fluorescence polarization. inhibition, % at 3.39 µM. hit rate 0.28% among 340,000;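 active means inhibition above the screen-wide average of all tested compounds plus 3 SD, cut at about 25% in these data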;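 further: 0% = enzyme with DMSO only and 100% = wells lacking PAFAH1B3 protein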
PREPL inh – inhibitors of human prolyl oligopeptidase-like enzyme PREPL; Q4J6C6; recombinant PREPL, fluorescence polarization activity-based probe; inhibition, % at 5.96 µM; hit rate 0.68% among 320,000; in the data active means inhibition above about 43%;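 further: 0% = enzyme with DMSO and 100% = wells lacking enzyme; many of its hits are not listed in these tables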
GSTO1 inh – GSTO1 inhibition, counter-screen for RBBP9 inhibitors; P78417; recombinant GSTO1, activity-based probe fluorescence polarization; inhibition, % at 5.96 µM; hit rate 1.1% among 300,000; AID 1974;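 active means inhibition above the campaign mean inhibition plus 3 SD, cut at about 35% in these data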;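 further: 0% = GSTO1-1 with DMSO and 100% = wells lacking GSTO1-1 enzyme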
PAFAH1B2 inh – blocks human PAF acetylhydrolase 1b catalytic subunit 2 | P68402 | recombinant PAFAH1B2, FP-rhodamine activity probe, fluorescence polarization | inhibition, % at 3.39 µM | hit rate 1.2% among 340,000 | AID 492953;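 active means inhibition above the mean of all tested compounds plus 3 SD, cut at about 24% in these data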;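 further: 0% = enzyme with DMSO and 100% = wells lacking PAFAH1B2; many of its hits are not listed in these tables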
Target sequence (P68402 whole entry, looked up): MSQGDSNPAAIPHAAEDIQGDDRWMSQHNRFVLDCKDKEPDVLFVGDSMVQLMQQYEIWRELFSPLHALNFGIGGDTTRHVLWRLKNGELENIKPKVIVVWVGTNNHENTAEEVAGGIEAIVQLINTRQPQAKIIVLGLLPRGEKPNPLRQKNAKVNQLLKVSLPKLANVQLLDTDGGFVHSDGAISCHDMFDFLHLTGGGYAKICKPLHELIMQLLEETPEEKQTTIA
pPAFAH FP inh – pPAFAH (human) enzyme inhibition; recombinant pPAFAH, FP-rhodamine probe fluorescence polarization; hit rate 1.5% among 330,000; Q13093; inhibition, % at 3.39 µM;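 active means inhibition above the mean inhibition across the screen plus 3 SD, cut at about 25% in these data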;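 further: inhibitors block binding of the rhodamine activity-based probe so polarization drops; 0% = enzyme with DMSO and 100% = wells lacking pPAFAH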
Target sequence (Q13093 whole entry, looked up): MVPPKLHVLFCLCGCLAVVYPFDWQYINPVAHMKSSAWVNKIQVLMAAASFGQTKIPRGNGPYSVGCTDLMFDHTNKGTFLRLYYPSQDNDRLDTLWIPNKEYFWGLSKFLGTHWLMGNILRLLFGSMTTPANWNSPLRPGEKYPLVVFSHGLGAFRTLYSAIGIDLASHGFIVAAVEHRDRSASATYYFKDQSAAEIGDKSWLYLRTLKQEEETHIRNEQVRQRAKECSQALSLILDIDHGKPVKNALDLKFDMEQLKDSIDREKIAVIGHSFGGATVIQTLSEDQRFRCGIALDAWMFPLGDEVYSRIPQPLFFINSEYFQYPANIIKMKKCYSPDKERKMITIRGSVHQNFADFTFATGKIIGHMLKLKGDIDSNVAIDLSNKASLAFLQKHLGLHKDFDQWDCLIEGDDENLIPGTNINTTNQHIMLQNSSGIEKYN
PAD4 FP inh – blocks human protein arginine deiminase 4 | Q9UM07 | recombinant PAD4, RCA probe fluorescence polarization | inhibition, % at 6.36 µM | hit rate 0.41% among 330,000 | AID 485272;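 active means percent inhibition above a cutoff equal to the mean of all tested compounds plus 3 SD, cut at about 15% in these data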;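 further: 0% = PAD4 with RCA probe and DMSO and 100% = probe without PAD4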
LYPLA2 inh – counter-screen for PME1 inhibitors: inhibitors of human LYPLA2; O95372; recombinant LYPLA2, FP-Rh probe fluorescence polarization; inhibition, % at 5.9 µM; hit rate 0.38% among 320,000; AID 2177;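 active means inhibition above the screen-wide mean plus 3 SD, limit set per campaign, cut at about 26% in these data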;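 further: 0% = LYPLA2 with DMSO and 100% = wells lacking LYPLA2 enzyme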
An asterisk follows results filed as active; nt = no result given. An excerpt (hit frequency here may not be typical).

SMILES	PAFAH2 FP inh	LYPLA1 counter	PAFAH1B3 FP inh	PREPL inh	GSTO1 inh	PAFAH1B2 inh	pPAFAH FP inh	PAD4 FP inh	LYPLA2 inh
Cc1nc(NC(=S)NC(=O)c2cccs2)sc1C(=O)N(C)C	-5	-3	11	2	-2	6	5	-1	3
O=C(Nc1nccs1)C1CC=CCC1 (centres undefined)	-7	5	2	4	4	1	9	1	6
CC1(C)Cc2cccc(OCC(=O)Nc3ccccc3N3CCOCC3)c2O1	0	1	6	0	-3	4	9	-2	1
CCN1CC(CN(C)Cc2nc(Cc3ccccc3)no2)CC1=O (centres undefined)	-1	3	9	12	5	-3	-4	-1	-3
CC(=O)NCCc1nc2ccccc2[nH]1	0	1	5	-8	-2	-1	2	-2	-2
C#CCOc1ccc2c(C)cc(=O)oc2c1	-4	0	9	0	4	0	1	2	-1
CCc1ccc(C(=O)CSc2nnc(C)c(=O)[nH]2)cc1	8	5	7	5	1	1	4	-5	7
Cc1nn(Cc2ccccc2)c(C)c1/C=N/NC(=O)c1cccnc1	2	7	12	-12	1	-1	-1	0	3
CCC(OC(=O)c1ccco1)C(=O)NCc1ccco1 (centres undefined)	12	-1	-1	2	-2	2	-2	1	-2
COc1ccc(-c2cc(=O)oc3cc(OCC(=O)NCCCn4ccnc4)ccc23)cc1	3	0	1	-8	-13	1	0	3	-4
COc1ccccc1N1CCN(C2CCCN(C(=O)CCc3cnccn3)C2)CC1 (centres undefined)	0	3	9	-2	3	-2	6	-5	6
CC(C)NC(=O)NC(=O)CSc1nncs1	9	4	5	-3	-8	2	3	-6	6
COc1ccc(NC(=O)Cn2nnc(C(=O)NCCc3ccccc3)c2N)cc1	-6	2	3	-12	3	0	2	2	4
CCCn1c(OC)nc2c1c(=O)n(C)c(=O)n2C	1	1	8	2	3	0	0	1	0
Cc1noc(C(=O)NCc2ccccc2)c1Cl	-7	1	1	-2	2	10	2	-4	2
CCCCN(C)CCC(=O)Nc1ccc2c(c1)CCC2	-2	-4	5	15	-2	3	-2	-5	-8
Cc1ccc2nc(SCC(=O)N3CCCCCC3)nc(=O)n2c1	4	2	3	17	-2	4	2	3	1
O=C(NC(=S)Nc1ccc(Br)cn1)c1cncc(Br)c1	4	-1	4	3	3	0	-4	-7	-1
CCOC(=O)/C(C#N)=C\c1cccnc1	0	-4	11	3	8	4	4	0	-1
COc1ccc(C2N=C(c3ccccc3)NO2)cc1OC (centres undefined)	14	4	6	1	4	1	2	4	19
CCN(CC)C(=O)CSc1nc2cccnc2n1-c1ccccc1OC	-1	2	0	3	-1	7	1	-1	1
CCOC(=O)Cc1cc(=O)c2cc(C)ccc2[nH]1	11	-2	4	4	5	8	9	-3	-4
COC(=O)c1ccccc1C(=O)N1CCOCCN(C(=O)c2ccccc2C(=O)OC)CCOCC1	0	-3	2	-5	-2	1	3	-1	-7
CC(=O)N1c2ccc(S(=O)(=O)N(C)CC(=O)NCc3ccccc3)cc2CC1C (centres undefined)	0	-3	-1	-3	-1	0	1	4	-5
CCOC(=O)CSc1cc(CSc2ccccc2)nc(-c2ccccc2)n1	2	-2	11	-3	-6	5	8	-1	-5
Cc1cccc(S(=O)(=O)N2CCC(CO)(Cc3ccccc3)CC2)c1	-5	0	2	19	7	9	0	-9	1
COc1ccc(C(=O)Nc2ccc(C(=O)Nc3cccc(C)c3)cc2)cc1	-2	0	4	-5	-3	1	-5	3	0
O=C(c1cc(-c2ccccc2Cl)nc2ccccc12)N1CCN(c2ccccc2O)CC1	6	1	12	-49	6	4	4	1	3
Cn1c(CNc2ccc(F)cc2)nnc1SCC(=O)NNC(=O)Cc1ccccc1	8	-2	-2	-8	6	-1	-2	-4	-6
COCCNC(=O)c1c[nH]c2ccc(S(=O)(=O)N3CCOCC3)cc2c1=O	12	4	3	14	-9	-1	4	2	8
O=C(N/N=C/c1ccc(Br)o1)c1ccc2c(c1)OCCO2	1	-2	7	-4	-2	6	-9	-2	1
Cc1oc(-c2ccccc2Cl)nc1CSCC(=O)NC1CCCC1	-6	6	7	2	2	3	3	4	4
CC(C)c1ccc(CCNC(=O)c2ccc([N+](=O)[O-])cc2)cc1	3	2	-5	12	2	6	-2	-1	-3
Cn1cc(C(=O)NCc2cccs2)c(=O)c2cc(S(=O)(=O)N3CCCC3)ccc21	-1	-1	10	-11	-5	1	1	-2	-3
Cc1cc(F)ccc1S(=O)(=O)N1CCCCC1CCNC(=O)C(=O)NCc1ccccn1 (centres undefined)	-6	-4	-1	-7	7	3	16	-2	0
COc1cc(CNCCc2ccccc2)cc(Cl)c1OCc1ccccc1	-1	4	2	-106	-7	2	5	2	-1
CC(OC(=O)c1ccco1)C(=O)NCc1cccs1 (centres undefined)	12	-1	-4	-5	1	1	-4	-2	-2
O=C(NNCC(O)COc1ccccc1)c1ccccc1 (centres undefined)	4	-3	-7	6	-1	1	5	0	7
Cc1ccc(-n2nnc3c(=O)n(Cc4cc(C)ccc4C)cnc32)cc1	-7	-4	-8	-5	-3	-1	1	-1	-2
Cc1ccc(CNC2=NCCCCC2)n1C	4	-4	4	7	-5	1	53*	-2	-4
CCOc1ccc(N2C(=O)CC(N(CCc3ccc(OC)c(OC)c3)C(=S)Nc3ccccc3)C2=O)cc1 (centres undefined)	-1	-7	1	1	4	6	6	3	-6
CC(C)COP(=O)(OCC(C)C)C(O)c1ccccc1F (centres undefined)	5	2	13	6	3	4	5	1	2
COc1ccc2cc3cc(C(=O)NCC4CCCO4)oc3nc2c1 (centres undefined)	7	0	1	-8	-1	5	5	3	1
CC(C)(C)c1cc(C(=O)NNS(=O)(=O)c2ccccc2)n[nH]1	4	-6	11	-12	2	7	-7	1	-3
CCC(=O)N/C=C/n1cnc2cc(C(F)(F)F)ccc21	3	0	10	4	2	4	5	1	1
CC(=O)c1cccc(-n2c(CCC(=O)O)ccc2-c2ccccc2)c1	-1	5	2	-2	-5	6	15	-13	7
Cc1ccc(C(=O)NCC(=O)OC(C)C(=O)Nc2ccc(N(C)C)cc2)cc1C (centres undefined)	-10	-1	5	4	-4	7	3	-3	-5
CN1CCN(C(=O)c2ccc3c(Cl)c4c(nc3c2)CCCC4)CC1	7	0	6	-6	-1	4	2	-2	-3
COc1ccc(Nc2nnc(-c3ccc(C)cc3)c3ccccc23)cc1C(=O)N1CCCCC1	5	-3	6	21	6	3	11	-5	0
O=C(Nc1ccn(Cc2ccccc2)n1)c1cccc(Cn2cc([N+](=O)[O-])cn2)c1	2	-5	2	1	9	5	5	4	5
CCC(=O)N(Cc1cc2cc(OC)ccc2[nH]c1=O)c1ccccc1C	0	-3	4	2	11	3	-2	1	-5
O=[N+]([O-])c1ccc(O)c(/C=N/n2c(-c3ccccc3)n[nH]c2=S)c1	3	-2	18	-2	7	7	2	0	-3
N#CCC(=O)N/N=C/c1cn(Cc2ccc3ccccc3c2)c2ccccc12	2	2	-1	26	-4	-2	8	-8	3
Cc1ccc(/C=C/C(=O)c2ccccc(=O)c2O)cc1C	13	-2	-2	8	13	0	22	-2	7
CCNC(=O)Nc1cc(S(=O)(=O)Nc2ccc(OC)cc2)ccc1N1CCOCC1	4	1	2	-3	nt	1	7	-4	-2
CC1CCN(c2c([N+](=O)[O-])c(=O)n(-c3ccccc3)c3ccccc23)CC1	0	-3	11	1	2	0	3	2	-3
CCN(CC)C(=O)C1CCCN(c2ncnc3c2cnn3-c2ccc(Cl)cc2)C1 (centres undefined)	0	-2	-5	6	-8	-1	-7	-4	2
CC(=O)Oc1c(C)cc(O)c2ccccc12	nt	-1	nt	0	14	nt	3	0	0
COc1ccc(-n2c(-c3ccco3)nc3c(cnn3-c3ccccc3C)c2=O)cc1	-7	-5	6	-4	3	3	-2	-1	-3
CC(=O)C1=C(O)C(=O)N(c2ccc(C(=O)O)cc2)C1c1ccc([N+](=O)[O-])cc1 (centres undefined)	0	-1	3	6	4	6	-4	0	-5

Some of the entries above in another layout.
Molecule | PAFAH2 FP inh | LYPLA1 counter | PAFAH1B3 FP inh | PREPL inh | GSTO1 inh | PAFAH1B2 inh | pPAFAH FP inh | PAD4 FP inh | LYPLA2 inh
CC(C)COP(=O)(OCC(C)C)C(O)c1ccccc1F (centres undefined) | 5 | 2 | 13 | 6 | 3 | 4 | 5 | 1 | 2
CCN(CC)C(=O)C1CCCN(c2ncnc3c2cnn3-c2ccc(Cl)cc2)C1 (centres undefined) | 0 | -2 | -5 | 6 | -8 | -1 | -7 | -4 | 2

Returning to the listing, starting 2 compounds before the break.
SMILES	PAFAH2 FP inh	LYPLA1 counter	PAFAH1B3 FP inh	PREPL inh	GSTO1 inh	PAFAH1B2 inh	pPAFAH FP inh	PAD4 FP inh	LYPLA2 inh
COc1ccc(-n2c(-c3ccco3)nc3c(cnn3-c3ccccc3C)c2=O)cc1	-7	-5	6	-4	3	3	-2	-1	-3
CC(=O)C1=C(O)C(=O)N(c2ccc(C(=O)O)cc2)C1c1ccc([N+](=O)[O-])cc1 (centres undefined)	0	-1	3	6	4	6	-4	0	-5
Cc1ccc(C(C(=O)NC2CCCCC2)N(C(=O)c2csnn2)C2CC2)o1 (centres undefined)	2	-1	-1	12	-7	5	3	-4	-2
Cc1ccc(C2(C)NC(=O)N(CC(=O)Nc3ccc4[nH]c(=O)[nH]c4c3)C2=O)cc1 (centres undefined)	-5	-3	3	46*	-49	13	7	3	7
C=CCn1c(C(CCCC)CC(O)COCCC)n[nH]c1=S (centres undefined)	-4	-5	1	-1	-3	4	1	-1	-2
Cc1cc(CN(C)C(=O)c2ccc3nc(Cc4ccccc4F)oc3c2)on1	-1	0	-2	5	1	-8	5	-3	2
O=C(COc1ccc(-c2nnco2)cc1)Nc1ccc(F)c(Cl)c1	-5	nt	-3	-29	nt	1	-3	4	nt
CN1CCN(S(=O)(=O)c2cccc(C(=O)N3CCc4ccccc43)c2)CC1	7	-1	-1	7	-1	6	2	1	4
O=c1c2cnn(-c3ccccc3)c2ncn1Cc1ccco1	8	1	2	-7	3	6	4	-2	10
CNC(=O)c1ccc(NC(=O)C2CCN(c3ncnc4sc(C)c(C)c34)CC2)cc1	1	5	1	-8	-3	3	5	-3	5
O=C(c1ccc2c(c1)OCO2)N(c1ccccc1)C1C=CS(=O)(=O)C1 (centres undefined)	3	3	0	13	3	-3	2	5	3
O=S(=O)(NC1CCCCC1NCc1ccco1)c1ccc(Cl)cc1 (centres undefined)	-4	1	1	-20	10	3	2	2	-2
Cc1cc(C)c(S(=O)(=O)N2CCCC(C(=O)NCCC3=CCCCC3)C2)c(C)c1 (centres undefined)	8	-1	12	14	-1	4	-1	-6	5
S=c1[nH]nc(CCc2nc3ccccc3[nH]2)n1-c1cccc(Cl)c1	2	-2	3	-6	3	6	2	-1	1
NCCCCCc1nnc(SCC(=O)c2ccc(Cl)cc2)o1	1	1	6	-12	32	-2	0	-6	4
CN(C)CCN1C(=O)C(O)=C(C(=O)c2cc3ccccc3o2)C1c1ccc(N(C)C)cc1 (centres undefined)	10	-1	4	51*	1	5	-1	1	-9
CC1(NC(=O)CCNC(=O)c2ccc(C(C)(C)C)cc2)CCS(=O)(=O)C1 (centres undefined)	0	4	1	9	nt	12	5	-3	2
OCC(O)C1OC(Nc2ccc(Br)cc2)C(O)C1O (centres undefined)	0	1	3	-7	0	2	2	-3	-2
COCC(C)NC(=O)NC(=O)c1ccc(Cl)cc1 (centres undefined)	6	-1	2	11	7	1	-2	-5	-2
CC(C)(C)NC(=O)C(OC(=O)Cn1nnc(-c2ccc(F)cc2)n1)c1ccncc1 (centres undefined)	-7	0	1	9	-2	4	7	7	3

High-throughput results from PubChem.
